Compound activity as filed in PubChem BioAssay.
NR2F2 inh: blocks human COUP-TFII nuclear receptor; inhibition, % at 8.6 µM; AID 686940; 0.7% of 370,000 active; HEK293T NGFI-A luciferase reporter, luminescence; P24468;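 active = inhibition above a per-plate cutoff, mean inhibition of test wells between control levels plus 3 SD, cut at about 38% in these data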;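 note: cells cotransfected with COUP-TFII expression vector driving the NGFI-A reporter; 0% = median of COUP-TF2 test wells and 100% = reporter-only cells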
NCOA2 inhibitor: human SRC2 (NCOA2) inhibition; 0.17% of 370,000 active; HEK293 GAL4-SRC2 luciferase reporter, luminescence; Q15596; inhibition, % at 9 µM;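 active = inhibition above the mean inhibition of all tested compounds plus 3 SD, set per campaign, cut at about 52% in these data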;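 note: 0% = DMSO treated cells and 100% = cells given Gossypol at 36 µM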
Target sequence (Q15596 whole entry, looked up, the tested form may be a part): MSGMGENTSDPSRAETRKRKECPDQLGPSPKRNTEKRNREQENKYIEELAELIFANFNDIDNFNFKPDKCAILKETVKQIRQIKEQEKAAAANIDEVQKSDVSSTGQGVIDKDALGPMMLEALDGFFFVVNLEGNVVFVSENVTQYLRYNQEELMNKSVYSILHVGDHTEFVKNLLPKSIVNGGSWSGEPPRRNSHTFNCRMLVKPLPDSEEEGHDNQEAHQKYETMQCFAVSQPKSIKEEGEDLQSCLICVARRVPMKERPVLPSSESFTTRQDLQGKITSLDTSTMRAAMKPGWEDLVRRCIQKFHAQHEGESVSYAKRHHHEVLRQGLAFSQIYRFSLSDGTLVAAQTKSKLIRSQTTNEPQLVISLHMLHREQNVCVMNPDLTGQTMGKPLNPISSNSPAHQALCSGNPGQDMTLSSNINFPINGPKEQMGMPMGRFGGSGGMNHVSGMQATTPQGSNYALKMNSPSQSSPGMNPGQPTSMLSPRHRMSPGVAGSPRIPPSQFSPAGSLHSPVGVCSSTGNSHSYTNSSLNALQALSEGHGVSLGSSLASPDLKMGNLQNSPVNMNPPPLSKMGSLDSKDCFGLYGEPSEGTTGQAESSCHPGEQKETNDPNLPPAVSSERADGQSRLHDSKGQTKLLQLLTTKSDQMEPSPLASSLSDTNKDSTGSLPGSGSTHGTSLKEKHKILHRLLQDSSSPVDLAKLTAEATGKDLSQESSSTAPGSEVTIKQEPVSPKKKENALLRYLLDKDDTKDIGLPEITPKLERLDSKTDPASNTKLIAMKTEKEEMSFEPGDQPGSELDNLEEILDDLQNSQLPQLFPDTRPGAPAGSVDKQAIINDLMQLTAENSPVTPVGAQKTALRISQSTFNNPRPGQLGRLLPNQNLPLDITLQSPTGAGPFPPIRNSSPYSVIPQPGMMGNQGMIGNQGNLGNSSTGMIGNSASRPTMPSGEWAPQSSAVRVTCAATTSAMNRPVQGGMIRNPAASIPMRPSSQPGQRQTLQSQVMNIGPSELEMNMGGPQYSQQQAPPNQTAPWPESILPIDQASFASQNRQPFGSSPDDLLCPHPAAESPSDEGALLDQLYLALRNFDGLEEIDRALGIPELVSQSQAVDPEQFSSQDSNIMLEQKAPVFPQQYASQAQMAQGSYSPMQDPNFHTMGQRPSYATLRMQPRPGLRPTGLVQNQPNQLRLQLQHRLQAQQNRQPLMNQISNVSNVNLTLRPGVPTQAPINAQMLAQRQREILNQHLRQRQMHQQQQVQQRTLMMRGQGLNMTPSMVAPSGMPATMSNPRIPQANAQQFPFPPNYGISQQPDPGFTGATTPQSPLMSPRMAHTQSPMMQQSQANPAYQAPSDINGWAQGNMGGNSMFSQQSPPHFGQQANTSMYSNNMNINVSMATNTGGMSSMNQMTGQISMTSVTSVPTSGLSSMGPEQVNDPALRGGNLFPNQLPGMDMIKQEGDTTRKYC
TWEAK-Fn14 inh: blocks TWEAK-Fn14 interaction in a reporter cell assay. TWEAK-stimulated Fn14 reporter cells, luciferase luminescence, 8 h. inhibition, % at 10 µM. 2% of 360,000 active. AID 1159606; in the data active = inhibition above about 50%
LMP1 NFkB inh: Epstein-Barr LMP1 NF-kappaB reporter inhibition. AID 504558. inhibition, % at 12.5 µM. 0.69% of 350,000 active. LMP1-induced NF-kappaB luciferase reporter cells, luminescence; in the data active = inhibition above about 41%;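 note: 0% = neutral control wells and 100% = reference inhibitor control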
LRH-1 inv ag: inverse agonists of human LRH-1 (NR5A2); AID 602396; 0.13% of 360,000 active; inhibition, % at 3.6 µM; O00482; HEK293T StAR-luciferase reporter, LRH-1 transfected, 24 h;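 active = inhibition above the mean inhibition of all tested compounds plus 3 SD, cut at about 73% in these data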;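 note: 0% = DMSO wells and 100% = reporter-only cells lacking LRH-1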
TROY NFkB inh: blocks TROY-dependent signaling in reporter cells; Q293 LMP1-TROYcd NF-kB luciferase reporter, 4 h; inhibition, % at 10 µM; 0.98% of 360,000 active; AID 1347056;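 active = compounds whose plate-normalised and pattern-corrected inhibition of the luciferase reporter signal at the single screening dose is 50% or more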
C8 TRAIL sens: sensitizes caspase-8 expressing cells to TRAIL. NB7+C8 cells + TRAIL, ATPlite viability luminescence. inhibition (viability loss, TRAIL sensitization), % at 10 µM. 1% of 360,000 active;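 active = compounds causing at least 50% loss of cell viability in the single-dose screen, relative to plate controls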
SRC3 inh: human NCOA3 inhibition; Q9Y6Q9; HEK293 GAL4-SRC3 luciferase reporter, luminescence; inhibition, % at 3.6 µM; 0.17% of 360,000 active;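 active = inhibition above a per-campaign cutoff, the mean of all compounds plus 3 SD, cut at about 60% in these data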;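 note: 0% = DMSO-treated cells and 100% = gossypol-treated cells at 36 µM; higher means less SRC3-driven luciferase light from the GAL4 reporter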
NOD2-RIPK2 inh: inhibitors of human NOD2-RIPK2 interaction; O43353; CHO BLA complementation NOD2-RIPK2, CCF4 ratio; inhibition, % at 4.98 µM; 0.38% of 360,000 active; in the data active = inhibition above about 21%;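 note: 0% = vehicle only and 100% = reference blocker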
NCOA1 inh: inhibits human SRC1 coactivator; HEK293 GAL4-SRC1 luciferase reporter, luminescence; inhibition, % at 3.6 µM; Q15788; 0.12% of 360,000 active;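 active = inhibition above the campaign mean plus 3 SD, with each screening campaign given its own cutoff, cut at about 60% in these data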;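 note: 0% = DMSO treated cells and 100% = gossypol at 36 µM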
TLR9-MyD88 inh: TLR9-MyD88 interaction inhibition | inhibition, % at 4.98 µM | AID 504734 | CHO BLA complementation TLR9-MyD88, CCF4 FRET ratio | 0.21% of 340,000 active | Q9NR96+Q99836;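 active = inhibition above the mean over all tested compounds plus 3 SD, cut at about 21% in these data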;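 note: 0% = DMSO only wells and 100% = clavulanate BLA inhibitor control wells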
Active calls of the source: *; x = no result given; & = joins results of further samples; ! = not confirmed by another sample.

SMILES	NR2F2 inh	NCOA2 inhibitor	TWEAK-Fn14 inh	LMP1 NFkB inh	LRH-1 inv ag	TROY NFkB inh	C8 TRAIL sens	SRC3 inh	NOD2-RIPK2 inh	NCOA1 inh	TLR9-MyD88 inh
O=C(Cc1ccc(Cl)cc1)NCCN1CCN(C(=O)Cc2ccc(Cl)cc2)CC1	5	21	8	0	-33	-10	1	7	1	-17	-7
COC(=O)C1=C(c2ccc(F)cc2OCc2ccccc2)C[C@@H]2CC[C@H]1N2C(=O)NCCN1CCOCC1	6	3	-11	2	4	-12	0	12	0	-11	14
COc1ccc(OC)c(-n2c(O)c(C=Nc3c(C)n(C)n(-c4ccccc4)c3=O)c(=O)[nH]c2=O)c1	-2	15	-16	12	6	4	-5	10	0	-4	-9
COC(=O)C1=C(c2ccc(F)cc2OCc2ccccc2)C[C@@H]2CC[C@H]1N2C(=O)N1CCCCC1	8	7	2	0	9	-18	1	-2	-10	11	-13
COc1ccc(CN2C(=O)NC(=O)/C(=C/c3cc(OC)c(OC)c(OC)c3)C2=O)cc1	0	-10	15	5	9	-8	-15	12	3	11	-5
Cc1ccc(C2N(c3ccccn3)C(=O)C3CCCN32)o1 (stereo not given)	4	-26	14	-3	3	3	-3	1	1	8	-6
O=[N+]([O-])c1ccc(OP(=O)(O)Oc2ccc([N+](=O)[O-])cc2)cc1	-7	13	10	4	-4	6	-8	-23	-8	-1	1
Cc1ccc(-n2c(C)nc3ccccc3c2=O)c(C)c1	17	-19	-13	-15	11	-6	7	16	4	1	4
Nc1ccc(C2(c3ccc(N)cc3)CN3CCC2CC3)cc1	-5	-11	10	-1	-13	-4	7	6	-10	5	-6
Cc1cc(=O)oc2cc(OCC(=O)N3CCN(Cc4ccccc4)CC3)ccc12	10	-1	18	-1	5	1	-4	-2	-8	0	1
CC(C)N1CCOC(c2ccc(O)c(O)c2)C1 (stereo not given)	-13	-33	-12	x	30	4	-12	-5	4	-34	x
CCCCCn1c(=O)c(C(=O)Nc2cccc(C)n2)c(O)c2ccccc21	10	-7	23	20	6	6	-15	-5	-9	3	5
CN1[C@@H]2CC[C@H]1CC(OC1c3ccccc3CCc3ccccc31)C2 (stereo not given in full)	-13	-24	-6	-2	17	-17	11	10	-3	-26	12
O=C1NC(=O)N(Cc2ccccc2Cl)C(=O)/C1=C/c1cccs1	16	-4	24	6	4	36	-7	-12	-7	0	3
O=c1c2ccccc2[nH]c(=S)n1-c1ccc(Br)cc1	14	-26	7	4	2	23	-3	20	3	15	-2

Shown with values under each structure: 3 of the compounds above
Below each SMILES: NR2F2 inh	NCOA2 inhibitor	TWEAK-Fn14 inh	LMP1 NFkB inh	LRH-1 inv ag	TROY NFkB inh	C8 TRAIL sens	SRC3 inh	NOD2-RIPK2 inh	NCOA1 inh	TLR9-MyD88 inh
> COc1ccc(OC)c(-n2c(O)c(C=Nc3c(C)n(C)n(-c4ccccc4)c3=O)c(=O)[nH]c2=O)c1
  -2	15	-16	12	6	4	-5	10	0	-4	-9
> CC(C)N1CCOC(c2ccc(O)c(O)c2)C1 (stereo not given)
  -13	-33	-12	x	30	4	-12	-5	4	-34	x
> CN1[C@@H]2CC[C@H]1CC(OC1c3ccccc3CCc3ccccc31)C2 (stereo not given in full)
  -13	-24	-6	-2	17	-17	11	10	-3	-26	12

Rewritten with each value named: 4 of the compounds above.
> COC(=O)C1=C(c2ccc(F)cc2OCc2ccccc2)C[C@@H]2CC[C@H]1N2C(=O)NCCN1CCOCC1
  NR2F2 inh: 6; NCOA2 inhibitor: 3; TWEAK-Fn14 inh: -11; LMP1 NFkB inh: 2; LRH-1 inv ag: 4; TROY NFkB inh: -12; C8 TRAIL sens: 0; SRC3 inh: 12; NOD2-RIPK2 inh: 0; NCOA1 inh: -11; TLR9-MyD88 inh: 14
> COc1ccc(OC)c(-n2c(O)c(C=Nc3c(C)n(C)n(-c4ccccc4)c3=O)c(=O)[nH]c2=O)c1
  NR2F2 inh: -2; NCOA2 inhibitor: 15; TWEAK-Fn14 inh: -16; LMP1 NFkB inh: 12; LRH-1 inv ag: 6; TROY NFkB inh: 4; C8 TRAIL sens: -5; SRC3 inh: 10; NOD2-RIPK2 inh: 0; NCOA1 inh: -4; TLR9-MyD88 inh: -9
> COC(=O)C1=C(c2ccc(F)cc2OCc2ccccc2)C[C@@H]2CC[C@H]1N2C(=O)N1CCCCC1
  NR2F2 inh: 8; NCOA2 inhibitor: 7; TWEAK-Fn14 inh: 2; LMP1 NFkB inh: 0; LRH-1 inv ag: 9; TROY NFkB inh: -18; C8 TRAIL sens: 1; SRC3 inh: -2; NOD2-RIPK2 inh: -10; NCOA1 inh: 11; TLR9-MyD88 inh: -13
> COc1ccc(CN2C(=O)NC(=O)/C(=C/c3cc(OC)c(OC)c(OC)c3)C2=O)cc1
  NR2F2 inh: 0; NCOA2 inhibitor: -10; TWEAK-Fn14 inh: 15; LMP1 NFkB inh: 5; LRH-1 inv ag: 9; TROY NFkB inh: -8; C8 TRAIL sens: -15; SRC3 inh: 12; NOD2-RIPK2 inh: 3; NCOA1 inh: 11; TLR9-MyD88 inh: -5

Of the compounds above, these have sulfur:
SMILES	NR2F2 inh	NCOA2 inhibitor	TWEAK-Fn14 inh	LMP1 NFkB inh	LRH-1 inv ag	TROY NFkB inh	C8 TRAIL sens	SRC3 inh	NOD2-RIPK2 inh	NCOA1 inh	TLR9-MyD88 inh
O=C1NC(=O)N(Cc2ccccc2Cl)C(=O)/C1=C/c1cccs1	16	-4	24	6	4	36	-7	-12	-7	0	3
O=c1c2ccccc2[nH]c(=S)n1-c1ccc(Br)cc1	14	-26	7	4	2	23	-3	20	3	15	-2

Carrying on.
SMILES	NR2F2 inh	NCOA2 inhibitor	TWEAK-Fn14 inh	LMP1 NFkB inh	LRH-1 inv ag	TROY NFkB inh	C8 TRAIL sens	SRC3 inh	NOD2-RIPK2 inh	NCOA1 inh	TLR9-MyD88 inh
Cc1nc2ccc(Cl)cc2c(-c2ccccc2)c1C(=O)O	-1	-24	-14	0	6	1	-8	-5	-3	13	9
CCOc1ccccc1N1C(=O)NC(=O)C(CCc2ccncc2)(CCc2ccncc2)C1=O	-7	0	2	-4	-8	-2	7	2	8	-4	-2
COC(=O)COc1ccc(/C=C2\C(=O)NC(=S)N(c3ccc(C)cc3)C2=O)cc1OC	2	-7	22	-12	1	17	-1	4	-4	1	-4
COc1cccc(N=Nc2c(O)[nH]c(=S)[nH]c2=O)c1	-10	-38	-12	7	3	-5	20	-9	-15	-8	3
CC1C(c2ccccc2)OCCN1C (stereo not given)	6	17	4	2	9	7	-19	-5	-3	-12	-2
O=[N+]([O-])c1ccc(N2CCCC2)cc1N/N=C1\CN2CCC1CC2	-2	-17	2	-23	18	4	-1	27	-3	-1	8
Cc1ccc(N=Cc2c(O)n(C)c(=O)n(C)c2=O)cc1	-14	-8	-11	0	12	-47	11	-28	-5	1	16
CSCCC(c1nnnn1-c1c(C)cccc1C)N1CCC(n2c(=O)[nH]c3ccccc32)CC1 (stereo not given)	4	6	38	x	4	36	31	20	-3	22	x
CN(C)c1ccc(/C=C/c2cc[n+](C)c3ccccc23)cc1	84*	-80&-37	53*!	42*!	86*	48&27	45&33	67*!	-12&4	68*!	-3&-7
O=c1cc(C2CCNCC2)[nH][nH]1	0	16	-10	-3	-9	-11	-13	6	-9	-1	-1
NC(=O)c1c(NC(=O)c2ccc(S(=O)(=O)N(CCCl)CCCl)cc2)sc2c1CCCCC2	x	x	-5	-40	3	-5	1	5	0	-22	-9
NNC(=O)c1ccc(O)cc1	-49	-9	-43	2	-55	-23	2	-58	3	-46	-9
Cc1nccc2c1[nH]c1ccc(Br)cc12	-2	15	-13	-8	-1	-6	15	29	-4	17	-21
CCC(=NCCCN(CC)CC)c1c(O)n(-c2ccccc2)c(=O)[nH]c1=O	12	3	-3	1	3	-18	-3	-1	3	-1	-12
CCC(=NCCc1ccccc1)c1c(O)n(C2CCCCC2)c(=O)[nH]c1=O	3	-9	17	6	5	15	-5	3	-2	2	1
CC(C)c1oc(=O)cc2c1[C@@H](O)[C@H]1OC(=O)[C@@]3(C)C[C@@H](O)[C@@H](O)[C@@]2(C)C13 (stereo not given in full)	41*	49	88*	17	92*	38	21	76*	10	10	-3
CCN1CC2(COC(=O)c3ccccc3N)CCC(OC)C34C5CC6C(OC)CC(O)(C5C6OC)C(O)(C(OC)C23)C14 (stereo not given)	x	x	9	6	12	1	3	4	-5	-7	-5
COC(=O)C1=C(c2ccccc2OCc2ccccc2)C[C@@H]2CC[C@H]1N2C(=O)NCc1ccc(Cl)cc1	-16	-2	38	-5	-2	7	20	0	-3	7	0
COc1cc(C(=O)O)cc(OC)c1OC	-7	3	-16	-1	12	-20	-4	-10	-16	-2	4
COC(=O)CC1NC2CCCCC2NC1=O (stereo not given)	14	-9	-10	-20	14	4	-9	10	-1	-4	-6
O=C(C1CC(=O)N(C2CCCCCCC2)C1)N1CCC2(CC1)OCCO2 (stereo not given)	9	-3	-2	-6	-1	10	1	19	8	2	-4
COc1ccc(C2=NCC(=O)N(CC(=O)NCc3ccco3)c3sc4c(c32)CCCC4)cc1OC	1	-26	0	11	-4	-8	10	10	-1	-8	-1
CCCc1cc(=O)oc2cc(OCC(=O)N3CCN(Cc4ccc5c(c4)OCO5)CC3)ccc12	-15	-5	-24	4	27	14	-7	-8	-4	13	1
O=C(Nc1ccc(OC(=O)N2CCCC2)cc1)N1CCOCC1	5	14	-10	-1	-8	0	17	9	5	-14	-7
CC(C)(C)c1nc(N2CCN(C(=O)c3ccco3)CC2)c2nnn(Cc3ccccc3Cl)c2n1	x	x	16	-8	18	16	12	12	-1	-64	2
CC(O)CNc1ccc([N+](=O)[O-])c2cccnc12 (stereo not given)	14	-11	9	1	23	-10	16	20	5	-7	2
O=[N+]([O-])c1cccc(CN2CCN(Cc3ccc(Cl)cc3)CC2)c1	9	-7	12	7	11	-1	6	22	1	2	-1
C=CCn1c(O)c(C(C)=NCCN2CCN(C(=S)NC)CC2)c(=O)[nH]c1=O	1	1	12	4	8	-7	-18	21	-7	3	-6
CN1CCN(Cc2cn(C)c3ccccc23)CC1CCO (stereo not given)	-7	1	5	6	-21	-23	11	4	-10	-19	4

A portion of the library; the hit share may differ from the screen's.
